Screening results as filed in PubChem BioAssay.
SENP1 inh: blocks the human SENP1 SUMO protease catalytic domain; Q9P0U3; recombinant SENP1 catalytic domain, CyPet-SUMO1-YPet FRET cleavage; inhibition, % at 10 µM; 0.21% of 360,000 active; AID 624204;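 active = inhibition at least 30% at 10 µM, raw YFP signal under a set limit, fluorescence ratio 0.5 to 1.5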;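 note: 0% = enzyme with DMSO and 100% = no enzyme wells; some results filed as inactive read as strong as hits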
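Test system: hSENP1 catalytic domain, recombinant; Amount: 20 pM final SENP1 enzyme; Medium: Tris pH 8 buffer plus EDTA, NaCl, BME, BSA, NP40, catalase; Schedule: 50 min enzyme reaction, room temperature, light-protected; Technique: FRET fluorescence in CFP and YFP emission channels; Controls: no-enzyme wells low, DMSO-plus-enzyme wells high control.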
SENP8 block: inhibitors of human SENP8 protease | 0.64% of 360,000 active | Q96LD8 | inhibition, % at 20 µM | recombinant SENP8, Nedd8 substrate fluorescence | AID 602440; in the data active = inhibition mostly above about 40%, no sharp cut-off; inactive = mostly below about 27%
MPTP block: blocks calcium-induced mitochondrial swelling. isolated mouse mitochondria, Ca2+ swelling absorbance, 30 min. inhibition, % at 10 µM. 1.4% of 360,000 active. AID 602449;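 active = inhibition of 50% or more, scaled per plate between neutral and stimulator controls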;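 note: 0% = DMSO wells given calcium and 100% = 1 mM EGTA wells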
hIAP activ: increases human intestinal alkaline phosphatase activity; P09923; purified human IAP, CDP-Star luminescence, 30 min; stronger effect = higher value; 1 = vehicle-only enzyme, 0 = enzyme-free background; activation factor at 10 µM; 0.16% of 330,000 active; AID 2524;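 active = activation factor of the enzyme at least 2-fold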; note: the source names both 10 and 20 µM as test concentration; values of inactives mirror those of a sister screen read the other way
SENP6 inh: blocks the human protease SENP6; Q9GZR1; Recombinant SENP6 catalytic domain, aminoluciferin luminescence; inhibition, % at 10 µM; 1.8% of 330,000 active;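 active = inhibition above about 50% at the single tested dose, limit read from the data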;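 note: plate controls were DMSO wells with enzyme for no effect and DMSO wells lacking enzyme for full effect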
Target sequence (Q9GZR1 628-1112 limits assumed): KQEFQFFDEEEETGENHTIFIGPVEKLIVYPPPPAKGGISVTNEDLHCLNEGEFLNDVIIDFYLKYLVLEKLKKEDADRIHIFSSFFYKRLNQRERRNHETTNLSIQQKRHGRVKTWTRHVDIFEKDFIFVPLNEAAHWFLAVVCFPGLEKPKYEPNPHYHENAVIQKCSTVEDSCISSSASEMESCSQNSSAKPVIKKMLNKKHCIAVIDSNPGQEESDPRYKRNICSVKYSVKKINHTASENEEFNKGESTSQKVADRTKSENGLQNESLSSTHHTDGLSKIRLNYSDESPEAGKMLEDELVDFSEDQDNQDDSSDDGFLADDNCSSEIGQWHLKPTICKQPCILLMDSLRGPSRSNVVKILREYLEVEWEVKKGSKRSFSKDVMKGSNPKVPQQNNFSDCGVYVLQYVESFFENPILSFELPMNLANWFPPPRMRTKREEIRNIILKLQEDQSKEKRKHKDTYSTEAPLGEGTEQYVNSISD
GRIN3A LBD mod: modulates the human NR3A ligand-binding domain; NR3A LBD differential scanning fluorimetry, Tm shift; 0% = protein alone, 100% = glycine-bound protein; Tm shift relative to glycine control, % at 25 µM; 2.5% of 340,000 active;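 active = melting temperature shift of at least 10% of the positive control shift, at one fixed dose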
PfGluPho inh: PfG6PD (Plasmodium falciparum) enzyme inhibition; PfGluPho enzyme, NADPH resazurin-diaphorase fluorescence; inhibition, % at 20 µM; 0.78% of 350,000 active; AID 504690;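 active = inhibition reaching at least a set limit at 20 µM in the primary screen, cut at about 59% in these data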;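 note: 0% = DMSO wells with substrate and 100% = DMSO wells lacking glucose-6-phosphate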
ATG4B inhibitor: ATG4B (human) cysteine protease inhibition. Q9Y4P1. ATG4B cleavage of LC3-PLA2, NBD-HPC fluorescence, 1 h. inhibition, % at 8.33 µM. 0.51% of 340,000 active. AID 504462; in the data active = inhibition above about 40%
Target sequence (Q9Y4P1 whole entry, looked up): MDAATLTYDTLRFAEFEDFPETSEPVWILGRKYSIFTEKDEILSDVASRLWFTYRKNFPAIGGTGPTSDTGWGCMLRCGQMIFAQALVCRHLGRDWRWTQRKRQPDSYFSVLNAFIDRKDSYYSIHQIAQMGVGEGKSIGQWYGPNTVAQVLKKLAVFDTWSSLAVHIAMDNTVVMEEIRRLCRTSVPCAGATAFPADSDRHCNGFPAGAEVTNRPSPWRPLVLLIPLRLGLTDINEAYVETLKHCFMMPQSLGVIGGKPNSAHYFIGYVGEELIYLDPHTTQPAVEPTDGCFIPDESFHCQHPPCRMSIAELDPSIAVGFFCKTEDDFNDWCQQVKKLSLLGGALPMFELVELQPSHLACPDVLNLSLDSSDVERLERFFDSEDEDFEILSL
Active calls of the source: *; nt = no result given.

SMILES	SENP1 inh	SENP8 block	MPTP block	hIAP activ	SENP6 inh	GRIN3A LBD mod	PfGluPho inh	ATG4B inhibitor
COc1ccc(OC)c(-n2nnnc2SCC(=O)Nc2ccccc2N2CCOCC2)c1	1	19	0.7	1	-4	0	-2	3
CCCSc1nnc(NC(=O)Cc2ccc(OC)c(OC)c2)s1	0	7	-0.3	0.94	-4	-1	-26	3
CC(C)CN(CCCNC(=O)CC1Oc2ccccc2NC1=O)CC(C)C (stereo not drawn)	1	18	-0.3	1.1	4	2	13	-6
O=C(Nc1ccccc1-c1nnc(SCc2ccc(Cl)cc2)o1)c1ccccc1	2	-4	6.0	0.9	-17	1	20	-13
Cc1cc(Cl)ccc1OCCCC(=O)NC1CCN(C)CC1	-1	14	1.8	1.1	2	-2	-2	-6
COc1ccccc1/C=C/C=C(\C#N)C(=O)NC(C)c1ccccc1 (stereo not drawn)	-26	-14	0.6	0.8	-5	-2	5	3
S=c1[nH]nc(-c2ccco2)n1/N=C/c1ccccc1	1	8	2.2	1.2	-10	1	34	-10
COC(=O)c1cc(S(=O)(=O)Nc2cccc(OC)c2)cn1C	-1	10	-0.9	1	-2	0	10	-9
COc1cc(C(=O)Nc2ccc(S(=O)(=O)Nc3cnc4ccccc4n3)cc2)cc(OC)c1OC	-1	-403	-1.5	1.1	7	-3	0	2
O=C(O)c1ccc(Cl)cc1NC(=O)C1CCN(S(=O)(=O)c2cccs2)CC1	0	-10	0.3	nt	nt	nt	-6	nt
Cc1ccc(NC(=O)CCC(=O)NNC(=O)NC2CCCCC2)c(C)c1	4	4	-2.0	1	-2	4	-9	20
COc1ccc(NC(=S)NN2CCOCC2)cc1OC	0	6	0.7	1	-25	6	-9	-4
O=C(NNC(=O)C(c1ccccc1)c1ccccc1)c1ccccn1	0	1	-1.2	1.1	0	-5	-7	-6
CCNc1ccc(C(=O)OCC)cc1NC(=O)c1cccc(S(=O)(=O)N2CCOCC2)c1	1	4	0.0	0.92	0	7	-3	-22
COc1cc(C(=O)Nc2ccc(C(F)(F)F)cc2)ccc1OCC(=O)N1CCOCC1	2	2	1.4	1.1	19	0	11	-5
COc1cc(C(C[N+](=O)[O-])c2c(C)cc3ccccn23)ccc1O (stereo not drawn)	-4	-12	4.9	0.97	-3	-8	39	-9
O=C1c2ccccc2C(=O)N1CCC1=CCCCC1	-1	15	1.2	0.97	5	-1	-13	33
O=C(C1CCCN(c2ncccn2)C1)N1CCc2ccccc21 (stereo not drawn)	3	-54	-0.9	0.97	-4	0	1	8
COc1ccc(N(CC(=O)N2CCc3ccccc3C2)S(C)(=O)=O)cc1Cl	-1	5	1.3	1.2	5	-1	9	-5
O=C(NCCNCCO)C1(C(F)(F)F)C/C(=C\Cc2ccccc2)CCCO1 (stereo not drawn)	-1	8	-0.6	0.86	1	-1	4	-3
O=C(NCCc1ccc(Cl)cc1)C1CCCN1C(=O)Nc1ccccc1 (stereo not drawn)	-2	-4	0.7	1.1	-10	0	2	8
CN(Cc1c(O)ccc2c1oc(=O)c1ccccc12)C1CCCCC1	4	-78	-0.5	1.3	21	6	34	-4
COc1cc(C(=O)OCCCc2cc3ccccc3c(=O)o2)cc(OC)c1OC	1	3	0.4	1.1	-4	-1	-4	-9
CCSCc1nnc(SCC(=O)Nc2ccc(F)cc2)n1CC	3	7	2.4	1.2	4	1	7	-1
N#Cc1ccc(OCC(=O)N/N=C2/CC(c3ccccc3)Oc3ccccc32)cc1 (stereo not drawn)	-1	6	9.5	1	-22	0	-3	-2
Cc1cccc(C(C)C)c1NC(=O)COC(=O)CN1C(=O)C2CC=CCC2C1=O (stereo not drawn)	5	3	0.6	0.97	-6	1	-9	-3
COc1ccc(C(=O)Cc2cc3cccc(OC)c3oc2=O)cc1	2	6	-0.5	1	-21	1	-11	-6
COc1ccccc1N1CCN(C(=O)c2cc3c(=O)n(C)c4ccccc4c3n2C)CC1	1	6	-1.6	1	1	-2	19	-8
CC1Cc2cc(/C(O)=C3/C(=O)C(=O)N(CCN4CCOCC4)C3c3cccc(O)c3)ccc2O1 (stereo not drawn)	-4	9	-1.7	1.1	-7	1	-17	-6
CCC(=O)Nc1cccc(-c2nc3ccc(C)cc3o2)c1	-1	-71	1.7	1.2	33	-3	22	-1
O=C(COc1ccc(Cl)cc1)N1CCCC1	4	7	0.5	1	-25	-1	-15	-7
CCc1nc2ccc(C(=O)N(C)CC(=O)Nc3cccc(F)c3)cc2nc1CC	0	12	-0.4	0.9	-5	2	10	-3
S=C(NN=Cc1ccccn1)N(Cc1ccccn1)Cc1ccccn1	1	-164	2.1	nt	nt	-2	80*	-2
CCN(CC)C(=O)c1nc[nH]c1C(=O)N1CCc2ccccc2C1	3	12	2.0	0.93	14	0	7	-4
CC1CC(=O)Nc2ccccc2S1(=O)=O (stereo not drawn)	0	15	4.2	1.2	-23	0	3	0
CC(=O)N/C(=C\c1ccccc1)C(=O)NCC(=O)O	1	12	1.7	nt	nt	0	-6	-4
Cn1c(SCc2ccc(Cl)cc2Cl)nc(C(F)(F)F)cc1=O	0	7	-0.1	0.86	6	1	-12	6
Cc1ccc(Oc2ccc(C=O)cn2)cc1	0	3	2.4	0.95	-14	-2	5	-1
N#C/C(=C\c1cccnc1)C(=O)Nc1ccc(C(=O)O)cc1	1	6	0.0	1.1	-11	3	19	-4
NC(=O)CSc1oc(-c2ccco2)nc1S(=O)(=O)c1ccccc1	-3	-12	-0.8	1	-22	4	11	0
COC(=O)c1sc(S(=O)(=O)NCC(=O)O)c(C(=O)OC)c1C	-1	18	-0.7	1.3	-15	0	-17	-34
COCCn1ccc2c(OCC(=O)NCc3ccccc3)cccc2c1=O	0	-77	0.0	1.2	-6	-1	2	-12
CC(C)(C)SCCNC(=O)/C=C/c1ccc(F)cc1	2	19	-1.8	0.98	-1	-1	-3	0
CC(C)C(=O)Nc1ccc2c3c(cccc13)CC2	-3	-12	0.6	1	-11	3	-14	3
CC1CN(Cc2ccc(C#N)cc2Cl)CC(C)O1 (stereo not drawn)	2	-13	-3.8	1	-14	1	-7	-6
CC1(C(=O)OCC(=O)Nc2ncc(Cl)cc2Cl)CC1(Cl)Cl (stereo not drawn)	-1	6	-0.1	1.1	-27	0	-2	6
O=C(O)c1ccc(NCc2ccc3c(c2)OCO3)cc1	1	12	0.3	1.1	11	-2	-7	6
O=C(CCc1nnc2ccc(N3CCCC3)nn12)Nc1cc(F)ccc1F	2	-17	-1.5	0.93	-1	1	7	1
COc1cccc(NC(=O)CSc2c3c(nc4ccccc24)CCCC3)c1	-14	-7	-0.9	0.87	-7	-9	9	-2
O=c1cc2c(nn1Cc1cccc([N+](=O)[O-])c1)-c1ccccc1CC2	-1	6	0.2	0.9	-14	-1	-4	3

Following part
SMILES	SENP1 inh	SENP8 block	MPTP block	hIAP activ	SENP6 inh	GRIN3A LBD mod	PfGluPho inh	ATG4B inhibitor
CC(C)(C)NC(=O)C1Cc2ccccc2CN1C(=O)Nc1cccc(Cl)c1 (stereo not drawn)	1	13	-0.5	1.2	9	-2	2	-13
COC(=O)Nc1ccccc1C(=O)N1CCCCC1	-1	16	1.0	1.1	-16	1	-8	-8
COCCCNC(=O)c1ccc(CS(=O)(=O)c2cccc(C(F)(F)F)c2)o1	-1	-8	0.6	0.99	-2	0	-5	5
COc1ccccc1CCNC(=O)c1cnccn1	0	5	-1.3	0.91	-2	0	2	2
O=C(c1cc2cc(F)ccc2[nH]1)N1CCc2ccccc2C1	1	-23	-0.9	0.95	-9	2	13	29
O=C(Cc1ccccc1F)Nc1ccc(S(=O)(=O)N2CCCCC2)cc1	2	9	0.5	1.2	-2	-2	-7	5
COc1ccc(-c2[nH]ncc2CN2CCC(OCc3ccccn3)CC2)c(F)c1	2	11	1.4	1	8	0	-20	12
Cc1c(NC(=O)c2ccc(Cl)nc2)cccc1-c1nc2cccnc2s1	-1	-78	5.2	0.95	-18	-4	-2	-1
C/C(=N/NC(=O)c1cc2ccccc2cc1O)c1ccco1	28	-74	0.3	1	74*	-2	26	1
CCOc1nc(-c2ccc(Cl)cc2Cl)ccc1C#N	0	13	2.5	1	14	2	-7	-9
COCCCNC(=O)C1CCN(c2ccc(N3CCOCC3)nn2)CC1	-44	-411	0.3	1.1	-7	-1	-2	-9
COc1ccccc1OCC(=O)N1CCN(C(=O)c2ccco2)CC1	2	2	0.5	0.88	5	10*	12	-2
Cc1ccc(C(=O)NC(NC(=S)Nc2ccc(S(N)(=O)=O)cc2)C(Cl)(Cl)Cl)cc1 (stereo not drawn)	2	10	6.8	0.99	3	19*	20	-1
C/C(=N\NC(=O)CNC(=O)c1ccccc1Br)c1ccco1	1	-2	0.0	0.87	-15	1	-1	-6
COCCn1c(SCC(=O)N2CCCCCC2)nnc1-c1ccco1	2	16	0.1	1.1	1	3	-11	-16
c1ccc(-n2nnnc2Oc2cccc3cccnc23)cc1	1	1	-1.5	0.96	-28	-1	3	-7
CCCCN(CCCNC(=O)Cn1ncc2ccsc2c1=O)Cc1ccccc1	3	10	1.0	1.1	-2	-1	3	7
COC(=O)c1c(NS(=O)(=O)c2ccc(C)cc2)sc2c1CCC(C)C2 (stereo not drawn)	3	7	-3.0	1.7	-16	-9	-20	-4
CCOc1ccc(S(=O)(=O)N2CCN(C(=S)NC3CC3)CC2)cc1	-2	8	-1.1	0.92	1	1	-9	-7
COc1ccc(NC(=O)CSc2nc(C)cs2)cc1OC	0	11	-2.7	1.1	-25	0	-3	-13
CC1CCc2sc(-c3n[nH]c(=S)o3)cc2C1 (stereo not drawn)	1	-413	2.6	1	4	0	7	-10
CCCC[C@H]1COCCS(=O)(=O)N1Cc1cccc([N+](=O)[O-])c1	0	9	-0.1	0.96	-1	3	13	-3
Cc1ccc(Nc2nc3ccccc3n3cnnc23)cc1Cl	0	-211	-0.6	0.9	-2	3	-1	-2
CCOc1ccc(OCCSc2nnnn2-c2ccccc2)cc1	1	9	12	0.81	-7	3	19	-8
CC(c1ccon1)N(C)Cc1cn(Cc2ccccc2)nc1-c1ccc2c(c1)OCO2 (stereo not drawn)	1	13	1.1	1.1	-3	-27	5	11
Cc1nn(-c2nc3ccccc3s2)c(N)c1Sc1ccc(F)cc1	2	10	0.9	1.1	25	15*	0	-1
C[C@H]1CN([C@@H](C)CO)C(=O)c2cccc(NC(=O)c3nc4ccccc4s3)c2O[C@H]1CN(C)C(=O)Nc1ccc(F)cc1	2	-24	0.1	0.9	6	3	35	-20
CC(=O)NS(=O)(=O)c1ccc(NC(=S)Nc2ccccc2)cc1	3	12	1.6	1.1	-6	-3	9	8
Cc1ccsc1CN(C)C(=O)C1CCC(=O)N(CCc2cccc(F)c2)C1 (stereo not drawn)	3	11	-0.4	1	3	0	10	0
Cc1ccc(C(=O)NCc2ccccn2)cc1S(=O)(=O)N1CCCCC1	1	8	-0.7	1.2	1	-4	1	2
N=c1c2c(n(Cc3ccccc3)c3c1CCC3)CCC2	1	29	9.0	1.2	-12	-1	-12	-4
